PREPL inhibitor: PREPL enzyme inhibitors, primary screen, biochemical, fluorescence polarization | Prolyl endopeptidase-like (Homo sapiens), Q4J6C6 | recombinant PREPL, fluorescence polarization activity-based probe | inhibition, % at 5.96 µM | 320,000 tested, 0.68% active | AID 2751, 2010; in the data active = inhibition above about 43%;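 note: 0% = enzyme with DMSO and 100% = wells lacking enzyme; many of its hits are not listed in these tables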
PAD4 FP inh: human PAD4 inhibitors, primary screen, biochemical, fluorescence polarization, 1536-well format; recombinant PAD4, RCA probe fluorescence polarization; inhibition, % at 6.36 µM; 330,000 tested, 0.41% active; AID 485272, 2010;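 active = percent inhibition above a cutoff equal to the mean of all tested compounds plus 3 SD, cut at about 15% in these data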;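 note: 0% = PAD4 with RCA probe and DMSO and 100% = probe without PAD4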
LYPLA2 inh: LYPLA2 inhibitors, primary screen, counter-screen for PME1 inhibitor project, biochemical, fluorescence polarization, FP-Rh probe ABPP | recombinant LYPLA2 | inhibition, % at 5.9 µM | 320,000 tested, 0.38% active | AID 2177, 2009;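 active = inhibition above the screen-wide mean plus 3 SD, limit set per campaign, cut at about 26% in these data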;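 note: 0% = LYPLA2 with DMSO and 100% = wells lacking LYPLA2 enzyme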
pPAFAH FP inh: pPAFAH enzyme inhibitors, primary screen, biochemical, fluorescence polarization, human. 330,000 tested, 1.5% active. inhibition, % at 3.39 µM. recombinant pPAFAH, FP-rhodamine probe fluorescence polarization. Platelet-activating factor acetylhydrolase (Homo sapiens), Q13093;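 active = inhibition above the mean inhibition across the screen plus 3 SD, cut at about 25% in these data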;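 note: inhibitors block binding of the rhodamine activity-based probe so polarization drops; 0% = enzyme with DMSO and 100% = wells lacking pPAFAH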
Target sequence (Q13093 whole entry, looked up): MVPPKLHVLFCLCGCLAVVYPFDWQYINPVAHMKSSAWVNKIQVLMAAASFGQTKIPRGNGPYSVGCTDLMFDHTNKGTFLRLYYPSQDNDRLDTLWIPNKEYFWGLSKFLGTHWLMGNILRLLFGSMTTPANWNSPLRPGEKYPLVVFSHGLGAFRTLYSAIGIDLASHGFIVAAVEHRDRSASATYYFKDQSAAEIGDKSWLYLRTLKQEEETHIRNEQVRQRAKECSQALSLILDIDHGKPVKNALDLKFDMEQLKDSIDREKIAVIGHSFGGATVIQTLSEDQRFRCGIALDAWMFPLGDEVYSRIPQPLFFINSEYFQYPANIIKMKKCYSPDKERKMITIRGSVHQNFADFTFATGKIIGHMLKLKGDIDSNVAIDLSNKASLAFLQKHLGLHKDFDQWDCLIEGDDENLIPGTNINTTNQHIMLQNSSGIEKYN
LYPLA1 inh: LYPLA1 inhibitors, primary screen, counter-screen for PME1 inhibitor project, biochemical, fluorescence polarization, FP-Rh probe ABPP | Acyl-protein thioesterase 1 (Homo sapiens), O75608 | recombinant LYPLA1 | inhibition, % at 5.9 µM | 320,000 tested, 0.16% active;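 active = inhibition above the mean of all tested compounds plus 3 SD, set per campaign, cut at about 14% in these data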;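 note: inhibitors block serine hydrolase probe labeling of LYPLA1 so polarization falls; 0% = enzyme with DMSO and 100% = wells lacking LYPLA1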
PAFAH1B2 FP inh: PAFAH1B2 enzyme inhibitors, primary screen, biochemical, fluorescence polarization, human; Platelet-activating factor acetylhydrolase IB subunit alpha2 (Homo sapiens), P68402; recombinant PAFAH1B2, FP-rhodamine activity probe; inhibition, % at 3.39 µM; 340,000 tested, 1.2% active;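 active = inhibition above the mean of all tested compounds plus 3 SD, cut at about 24% in these data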;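 note: 0% = enzyme with DMSO and 100% = wells lacking PAFAH1B2; many of its hits are not listed in these tables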
PAFAH2 inh: PAFAH2 enzyme inhibitors, primary screen, biochemical, fluorescence polarization, human. AID 492956, 2010. Platelet-activating factor acetylhydrolase 2, cytoplasmic (Homo sapiens), Q99487. 340,000 tested, 0.99% active. inhibition, % at 3.39 µM. recombinant PAFAH2, FP-rhodamine activity probe;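 active = inhibition above the mean over all tested compounds plus 3 SD, cut at about 30% in these data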;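 note: inhibitors block probe labeling of enzyme so polarization drops; 0% = enzyme with DMSO and 100% = wells lacking PAFAH2 protein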
PAFAH1B3 inh: PAFAH1B3 enzyme inhibitors, primary screen, biochemical, fluorescence polarization, human | Platelet-activating factor acetylhydrolase IB subunit alpha1 (Homo sapiens), Q15102 | 340,000 tested, 0.28% active | recombinant PAFAH1B3, FP-rhodamine probe | inhibition, % at 3.39 µM;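 active = inhibition above the screen-wide average of all tested compounds plus 3 SD, cut at about 25% in these data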;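 note: 0% = enzyme with DMSO only and 100% = wells lacking PAFAH1B3 protein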
Target sequence (Q15102 whole entry, looked up): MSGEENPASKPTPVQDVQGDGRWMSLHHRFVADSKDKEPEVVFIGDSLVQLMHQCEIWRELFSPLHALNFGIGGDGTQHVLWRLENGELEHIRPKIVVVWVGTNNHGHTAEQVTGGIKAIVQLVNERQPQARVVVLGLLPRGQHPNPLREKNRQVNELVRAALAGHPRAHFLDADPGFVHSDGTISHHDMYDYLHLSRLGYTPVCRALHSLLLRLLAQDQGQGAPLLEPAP
GSTO1 counter: inhibitors of recombinant GSTO1, primary screen, counter-screen for RBBP9 inhibitor project, biochemical, fluorescence polarization | activity-based probe fluorescence polarization | inhibition, % at 5.96 µM | 300,000 tested, 1.1% active;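 active = inhibition above the campaign mean inhibition plus 3 SD, cut at about 35% in these data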;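 note: 0% = GSTO1-1 with DMSO and 100% = wells lacking GSTO1-1 enzyme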
Target sequence (P78417 whole entry, looked up): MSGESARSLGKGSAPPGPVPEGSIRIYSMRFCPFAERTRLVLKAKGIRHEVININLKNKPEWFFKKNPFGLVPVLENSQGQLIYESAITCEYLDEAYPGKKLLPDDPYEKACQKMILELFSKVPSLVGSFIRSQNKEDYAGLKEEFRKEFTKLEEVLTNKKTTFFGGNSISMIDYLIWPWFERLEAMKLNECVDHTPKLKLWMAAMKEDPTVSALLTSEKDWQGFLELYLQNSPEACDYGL
Active calls of the source: *. The list is partial. The share of hits here may be higher or lower than overall.

For CC1=NN(C(N)=S)C(=O)C1N=Nc1cccc(Cl)c1 (stereo unspecified) the results were PREPL inhibitor 6, PAD4 FP inh 3, LYPLA2 inh 7, pPAFAH FP inh 6, LYPLA1 inh 6, PAFAH1B2 FP inh 3, PAFAH2 inh 17, PAFAH1B3 inh 10 and GSTO1 counter -12.
`Cc1ccc(-c2c(C)cc3oc(=O)cc(-c4ccccc4)c3c2C)cc1` gave PAD4 FP inh -1, pPAFAH FP inh 17, PAFAH1B2 FP inh 3, PAFAH2 inh 9 and PAFAH1B3 inh 7.
For COc1cc2[nH]ccc(=O)c2cc1OC the results were PREPL inhibitor 10, PAD4 FP inh 2, LYPLA2 inh -5, pPAFAH FP inh 2, LYPLA1 inh 0, PAFAH1B2 FP inh -2, PAFAH2 inh -3, PAFAH1B3 inh 1 and GSTO1 counter 6.
Screening CCNC(=O)C(=O)Nc1cc2c3c(c1)CCC(=O)N3CCC2 returned PREPL inhibitor 9, PAD4 FP inh 1, LYPLA2 inh 0, pPAFAH FP inh 0, LYPLA1 inh -2, PAFAH1B2 FP inh 2, PAFAH2 inh -1, PAFAH1B3 inh 3 and GSTO1 counter 1.
For CCOc1ccc(NC(=O)c2sc3nc(N4CCOCC4)c4c(c3c2N)CC(C)(C)OC4)cc1 the results were PREPL inhibitor 2, PAD4 FP inh -4, LYPLA2 inh 0, pPAFAH FP inh 3, LYPLA1 inh -1, PAFAH1B2 FP inh 2, PAFAH2 inh -5, PAFAH1B3 inh 1 and GSTO1 counter 5.
For O=C(NCc1ccccc1)c1ccc(Cl)cc1 the results were PREPL inhibitor 8, PAD4 FP inh -4, LYPLA2 inh -6, pPAFAH FP inh 12, LYPLA1 inh -4 and GSTO1 counter -8.
For CC(OC(=O)c1cccc(-n2cnnn2)c1)C(=O)N(C)c1ccccc1 (stereo unspecified) the results were PREPL inhibitor 19, PAD4 FP inh 1, LYPLA2 inh 5, pPAFAH FP inh 3, LYPLA1 inh 0, PAFAH1B2 FP inh -5, PAFAH2 inh -3, PAFAH1B3 inh 16 and GSTO1 counter -6.
`COC(=O)c1ccccc1NC(=O)COC(=O)/C=C/c1ccco1` gave PREPL inhibitor 15, PAD4 FP inh 0, LYPLA2 inh 14, pPAFAH FP inh 5, LYPLA1 inh 4, PAFAH1B2 FP inh 0, PAFAH2 inh 7, PAFAH1B3 inh -3 and GSTO1 counter 8.
Screening O=C(c1ccc2ccccc2c1)C1CCCN(S(=O)(=O)c2cccnc2)C1 (stereo unspecified) returned PREPL inhibitor -7, PAD4 FP inh 2, LYPLA2 inh -4, pPAFAH FP inh 6, LYPLA1 inh -2, PAFAH1B2 FP inh 1, PAFAH2 inh 1, PAFAH1B3 inh 2 and GSTO1 counter -1.
`CCNS(=O)(=O)c1ccc2nc(NC(=O)/C=C/c3cc(OC)c(OC)c(OC)c3)sc2c1` gave PREPL inhibitor 3, PAD4 FP inh 8, LYPLA2 inh -16, pPAFAH FP inh 1, LYPLA1 inh -4, PAFAH1B2 FP inh -7, PAFAH2 inh -5, PAFAH1B3 inh -11 and GSTO1 counter -15.
O=C(O)CCCC(=O)Nc1ccccc1Br was read as PREPL inhibitor 12, PAD4 FP inh 0, LYPLA2 inh 4, pPAFAH FP inh 3, LYPLA1 inh 0, PAFAH1B2 FP inh -5, PAFAH2 inh -4, PAFAH1B3 inh 3 and GSTO1 counter -1.
Screening Oc1cnc2ccccc2c1CN1CCOCC1 returned PREPL inhibitor -3, PAD4 FP inh -5, LYPLA2 inh 7, pPAFAH FP inh -4, LYPLA1 inh 4, PAFAH1B2 FP inh 1, PAFAH2 inh 6, PAFAH1B3 inh 0 and GSTO1 counter -3.
`Cc1cc(C)c2[nH]c(=O)c(C(c3nnnn3CC3CCCO3)N3CCCC(C)C3)cc2c1` (stereo unspecified) gave PREPL inhibitor 7, PAD4 FP inh -3, LYPLA2 inh 0, pPAFAH FP inh 2, LYPLA1 inh -3, PAFAH1B2 FP inh 1, PAFAH2 inh 1, PAFAH1B3 inh 4 and GSTO1 counter -5.
`Cc1ccc[n+](-c2[nH]c(=O)sc2/C=N/N=C(\[O-])c2cccnc2)c1` gave PREPL inhibitor 31, PAD4 FP inh 3, LYPLA2 inh -3, pPAFAH FP inh -1, LYPLA1 inh 3, PAFAH1B2 FP inh -2, PAFAH2 inh 2, PAFAH1B3 inh -1 and GSTO1 counter 2.
`CCn1c(SCC(=O)c2ccc(F)cc2)nnc1-c1ccoc1C` gave PREPL inhibitor 5, PAD4 FP inh -2, LYPLA2 inh 35*, pPAFAH FP inh 5, LYPLA1 inh 5, PAFAH1B2 FP inh 6, PAFAH2 inh -6, PAFAH1B3 inh 5 and GSTO1 counter 8.
Screening CC(C)(C)C(=O)Nc1ccc(S(=O)(=O)N2CCC(c3nc4ccccc4[nH]3)CC2)cc1 returned PREPL inhibitor 6, PAD4 FP inh 0, LYPLA2 inh -30, pPAFAH FP inh -2, LYPLA1 inh -13, PAFAH1B2 FP inh 3, PAFAH2 inh -8, PAFAH1B3 inh -4 and GSTO1 counter 1.
`O=C(CN1CCCCC1)NNc1nc(-c2ccccc2)c2cc(Cl)ccc2n1` gave PREPL inhibitor -6, PAD4 FP inh -2, LYPLA2 inh 14, pPAFAH FP inh 7, LYPLA1 inh 4, PAFAH1B2 FP inh 6, PAFAH2 inh 3, PAFAH1B3 inh 0 and GSTO1 counter -7.
`COc1ccc(S(=O)(=O)N2CCOCC2)cc1NC(=O)Cc1c(F)cccc1Cl` gave PREPL inhibitor 9, PAD4 FP inh -3, LYPLA2 inh -4, pPAFAH FP inh -2, LYPLA1 inh -1, PAFAH1B2 FP inh 8, PAFAH2 inh 43* and PAFAH1B3 inh 12.
For O=C(Nc1ccc(F)cc1)C1CCCN(S(=O)(=O)c2cccc3cccnc23)C1 (stereo unspecified) the results were PREPL inhibitor -32, PAD4 FP inh -1, LYPLA2 inh 1, pPAFAH FP inh 5, LYPLA1 inh 2, PAFAH1B2 FP inh -1, PAFAH2 inh -4, PAFAH1B3 inh 3 and GSTO1 counter 6.
CC(OC(=O)Nc1cccc(Cl)c1)C(=O)O (stereo unspecified) was read as PREPL inhibitor 10, PAD4 FP inh -5, LYPLA2 inh 7, pPAFAH FP inh 4, LYPLA1 inh 5, PAFAH1B2 FP inh 4, PAFAH2 inh -2, PAFAH1B3 inh 2 and GSTO1 counter -4.
O=S(=O)(NCc1cccnc1)c1ccccc1 was read as PREPL inhibitor 0, PAD4 FP inh 5, LYPLA2 inh -1, pPAFAH FP inh 2, LYPLA1 inh 0, PAFAH1B2 FP inh 2, PAFAH2 inh -6, PAFAH1B3 inh 7 and GSTO1 counter 0.
CCCCNc1cc(Cl)nc(N)n1 was read as PREPL inhibitor 10, PAD4 FP inh -1, LYPLA2 inh -2, pPAFAH FP inh 3, LYPLA1 inh -1, PAFAH1B2 FP inh 4, PAFAH2 inh 2, PAFAH1B3 inh 11 and GSTO1 counter -15.
`Cc1ccc(Cl)c(OCC(=O)OCC(=O)NC2CCCc3ccccc32)c1` (stereo unspecified) gave PREPL inhibitor 8, PAD4 FP inh 4, LYPLA2 inh 2, pPAFAH FP inh 3, LYPLA1 inh 1, PAFAH1B2 FP inh 1, PAFAH2 inh 3, PAFAH1B3 inh 2 and GSTO1 counter 4.
Screening CCc1cc(=O)oc2c(C)c(OC(C)C(=O)NCCCn3ccnc3)ccc12 (stereo unspecified) returned PREPL inhibitor 6, PAD4 FP inh -2, LYPLA2 inh -1, pPAFAH FP inh 6, LYPLA1 inh 4, PAFAH1B2 FP inh -2, PAFAH2 inh -2, PAFAH1B3 inh 10 and GSTO1 counter 0.
CNC(=O)C(=O)N/N=C/c1cccnc1 was read as PREPL inhibitor 0, PAD4 FP inh 1, LYPLA2 inh -4, pPAFAH FP inh 1, LYPLA1 inh 0, PAFAH1B2 FP inh 4, PAFAH2 inh -7, PAFAH1B3 inh 13 and GSTO1 counter 12.
O=C(N/N=C/c1ccccc1F)c1ccc(COc2ccccc2Cl)o1 was read as PREPL inhibitor 7, PAD4 FP inh -2, LYPLA2 inh -7, pPAFAH FP inh 11, LYPLA1 inh -11, PAFAH1B2 FP inh -3, PAFAH2 inh 2, PAFAH1B3 inh 2 and GSTO1 counter -5.
For Nc1c(S(=O)(=O)O)cc(NC(=O)c2ccccc2)c2c1C(=O)c1ccccc1C2=O the results were PREPL inhibitor 65*, PAD4 FP inh 4, LYPLA2 inh 16, pPAFAH FP inh 84*, LYPLA1 inh 14, PAFAH1B2 FP inh 34*, PAFAH2 inh 54*, PAFAH1B3 inh 49* and GSTO1 counter 41*.
For Cc1noc2ncnc(N3CCN(c4cccc(Cl)c4)CC3)c12 the results were PREPL inhibitor 6, PAD4 FP inh 5, LYPLA2 inh 4, pPAFAH FP inh 2, LYPLA1 inh 0, PAFAH1B2 FP inh 7, PAFAH2 inh 0, PAFAH1B3 inh 5 and GSTO1 counter 8.
Screening CCOc1cc(CO)ccc1OCC(=O)N1CCCCC1 returned PREPL inhibitor -8, PAD4 FP inh 1, LYPLA2 inh 2, pPAFAH FP inh 7, LYPLA1 inh -2, PAFAH1B2 FP inh 0, PAFAH2 inh -6, PAFAH1B3 inh 4 and GSTO1 counter 6.
`Cc1c(CN2CCC(C(=O)Nc3ccc(Oc4ccccc4)nc3)CC2)cnn1C` gave PREPL inhibitor -1, PAD4 FP inh -3, LYPLA2 inh 2, pPAFAH FP inh 2, LYPLA1 inh -1, PAFAH1B2 FP inh 0, PAFAH2 inh 1, PAFAH1B3 inh 5 and GSTO1 counter 3.
Screening CCc1noc(C)c1C(=O)N(CCOC)c1c(N)n(CC(C)C)c(=O)[nH]c1=O returned PREPL inhibitor -1, PAD4 FP inh 3, LYPLA2 inh 4, pPAFAH FP inh 0, LYPLA1 inh -1, PAFAH1B2 FP inh 0, PAFAH2 inh 0, PAFAH1B3 inh 7 and GSTO1 counter 2.
Screening Cc1csc(NC(=O)C2CCCC2)n1 returned PREPL inhibitor 8, PAD4 FP inh 2, LYPLA2 inh -3, pPAFAH FP inh -2, LYPLA1 inh -1, PAFAH1B2 FP inh 3, PAFAH2 inh 2, PAFAH1B3 inh 6 and GSTO1 counter -9.
Screening CCOC(=O)c1c(NC(=O)C2=C(C)NC(=S)NC2c2ccccc2C(F)(F)F)sc(C)c1C (stereo unspecified) returned PREPL inhibitor 8, PAD4 FP inh 1, LYPLA2 inh -1, pPAFAH FP inh 5, LYPLA1 inh 1, PAFAH1B2 FP inh -4, PAFAH2 inh -6, PAFAH1B3 inh 3 and GSTO1 counter 8.
CC1(c2ccc3ccccc3c2)NC(=O)N(CC(=O)N2CCC(C(N)=O)CC2)C1=O (stereo unspecified) was read as PREPL inhibitor 8, PAD4 FP inh 2, LYPLA2 inh -5, pPAFAH FP inh -6, LYPLA1 inh -3, PAFAH1B2 FP inh -4, PAFAH2 inh 1, PAFAH1B3 inh -1 and GSTO1 counter 4.
`Cc1nc(CCNC(=O)c2cccs2)cs1` gave PREPL inhibitor 10, PAD4 FP inh -4, LYPLA2 inh 0, pPAFAH FP inh 5, LYPLA1 inh 4, PAFAH1B2 FP inh 4, PAFAH2 inh 8, PAFAH1B3 inh 12 and GSTO1 counter 2.

Screening data deposited in PubChem BioAssay by The Scripps Research Institute Molecular Screening Center.
